Source: PubChem
CSN inh = inhibitors of CSN-mediated cullin deneddylation, primary screen, biochemical, fluorescence polarization, uHTS; COP9 signalosome complex subunit 5 (Homo sapiens), Q92905; inhibition, % at 12.5 µM; AID 651999, 2013; 360,000 tested, 0.38% active; Purified CSN, SCF-Nedd8-OG deneddylation;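 active means pattern-corrected inhibition above about 35%, with an unprinted fluorescence ratio check between 0.5 and 1.5, limit read from the data, passing the limit was not always enough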;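 further: 0% = enzyme with substrate and 100% = substrate without enzyme; some results filed as inactive read as strong as hits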
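Assay system: HEK293T-derived human Csn5 enzyme; quantity: 0.24 nM enzyme; medium: Tris/NaCl/DTT buffer, pH 7.5; also added: substrate SCFSkp2-Nedd8OG, 10 nM; doses: 12.5 µM compound; schedule: 90 min reaction at room temperature; signal: FP; read-out: % inhibition of substrate cleavage by Csn5; benchmarks: substrate-only high control, full reaction low control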
DNMT1 inh = human DNMT1 methyltransferase inhibitors, primary screen, biochemical, molecular beacon, fluorescence, HinP1I cleavage, uHTS | inhibition (reported as % activation of signal), % at 10 µM | 360,000 tested, 0.83% active; in the data active means inhibition above about 50%
Target sequence (P26358 504-1616 limits assumed): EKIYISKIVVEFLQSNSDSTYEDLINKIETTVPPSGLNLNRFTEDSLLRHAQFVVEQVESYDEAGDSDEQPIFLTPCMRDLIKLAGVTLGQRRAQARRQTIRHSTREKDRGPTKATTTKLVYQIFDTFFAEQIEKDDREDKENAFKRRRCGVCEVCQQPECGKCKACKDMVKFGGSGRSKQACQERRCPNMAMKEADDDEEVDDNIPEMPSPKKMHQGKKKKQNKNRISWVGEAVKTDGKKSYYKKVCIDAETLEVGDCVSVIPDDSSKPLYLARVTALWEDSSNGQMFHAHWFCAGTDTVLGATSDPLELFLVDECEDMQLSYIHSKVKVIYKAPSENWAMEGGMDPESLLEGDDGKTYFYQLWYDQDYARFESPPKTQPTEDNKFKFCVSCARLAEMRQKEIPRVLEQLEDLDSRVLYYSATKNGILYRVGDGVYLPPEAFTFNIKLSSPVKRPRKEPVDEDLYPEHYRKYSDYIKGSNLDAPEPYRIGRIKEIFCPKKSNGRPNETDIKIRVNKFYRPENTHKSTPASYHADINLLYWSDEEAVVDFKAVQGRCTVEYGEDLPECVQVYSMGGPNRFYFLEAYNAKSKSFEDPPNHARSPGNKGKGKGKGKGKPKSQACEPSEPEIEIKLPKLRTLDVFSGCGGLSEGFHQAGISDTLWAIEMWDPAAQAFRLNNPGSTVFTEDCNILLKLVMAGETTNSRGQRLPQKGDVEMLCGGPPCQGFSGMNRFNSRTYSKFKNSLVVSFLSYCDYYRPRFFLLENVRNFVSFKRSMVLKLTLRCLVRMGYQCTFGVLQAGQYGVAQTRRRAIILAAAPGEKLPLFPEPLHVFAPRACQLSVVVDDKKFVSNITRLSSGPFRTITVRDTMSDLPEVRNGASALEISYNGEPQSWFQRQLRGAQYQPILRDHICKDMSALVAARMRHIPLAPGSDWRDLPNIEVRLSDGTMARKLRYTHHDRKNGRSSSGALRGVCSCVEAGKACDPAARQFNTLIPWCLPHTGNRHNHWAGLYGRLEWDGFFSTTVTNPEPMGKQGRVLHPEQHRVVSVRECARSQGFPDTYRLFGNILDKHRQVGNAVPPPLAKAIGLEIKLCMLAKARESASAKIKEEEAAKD
NadD inh = inhibitors of S. aureus NadD, primary screen, biochemical, colorimetric, uHTS; Nicotinate-nucleotide adenylyltransferase NadD (Staphylococcus aureus N315); purified NadD enzyme, colorimetric absorbance read-out; inhibition, % at 20 µM; 360,000 tested, 0.78% active; in the data active means inhibition above about 26%; further: some compounds past the cut are filed as inactive
TbMetRS inhib = T. brucei MetRS inhibitors, primary screen, biochemical, luminescence; 360,000 tested, 0.4% active; purified T. brucei MetRS, ATP depletion, Kinase-Glo luminescence; inhibition, % at 11.9 µM; methionyl-tRNA synthetase (Trypanosoma brucei brucei);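 active means inhibition above a per-plate cutoff of the control wells' mean inhibition plus 3 SD, cut at about 5.5% in these data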;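 further: 0% = DMSO wells median and 100% = median of wells with control inhibitor compound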
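Dosing: 11.9 µM compound single dose, 0.9% DMSO; Assay system: purified T. brucei MetRS enzyme; Measured by: Kinase-Glo luciferase luminescence reporting remaining unconsumed ATP; Schedule: 15 min plus 2 h at 25 °C.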
STEP inh = STEP phosphatase inhibitors, primary screen, biochemical, fluorescence intensity, uHTS; Tyrosine-protein phosphatase non-receptor type 5 (Homo sapiens), P54829; recombinant STEP, OMFP fluorogenic substrate; inhibition, % at 20 µM; 360,000 tested, 0.25% active;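 active means inhibition at 20 µM, scaled per plate between control wells, above about 37%, limit read from the data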;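 further: 0% = DMSO with enzyme and substrate and 100% = substrate only without enzyme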
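Measure: Control-normalized % inhibition with plate pattern correction | Test system: STEP phosphatase, cell-free reaction | Medium: pH 6.0 Bis-Tris with DTT and Tween 20 | Technique: Fluorescence, 480/540 nm | Times: Reaction 20 min, ambient temperature | Doses: Single compound dose of 20 µM, 1% DMSO final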
SUMO1-SIM PPI = modulators of SUMO1 protein-protein interactions, primary screen, biochemical, uHTS; AID 602429, 2012; inhibition, % at 20 µM; Small ubiquitin-related modifier 1 (Homo sapiens), P63165; 360,000 tested, 0.33% active; SUMO1 binding to a labelled peptide, TR-FRET, 1 h; in the data active means inhibition above about 37%
Rpn11 inh = Rpn11 (PSMD14) deubiquitinase inhibitors, primary screen, biochemical, fluorescence polarization, uHTS; 26S proteasome non-ATPase regulatory subunit 14 (Homo sapiens), O00487; human 26S proteasome, Ub4-pepOG fluorescence polarization; 20S core pre-blocked with epoxomicin; 360,000 tested, 0.59% active; calls only at 20 µM;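 active means inhibition at 20 µM, scaled to each plate's controls, above about 33%, limit read from the data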
LMPTP block = LMPTP phosphatase inhibitors, primary screen, biochemical, fluorescence intensity, uHTS | Low molecular weight phosphotyrosine protein phosphatase (Homo sapiens), P24666 | recombinant LMPTP-A, OMFP fluorogenic substrate | inhibition, % at 20 µM | 360,000 tested, 0.22% active;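 active means compounds that cut the enzyme signal by at least half of the control window in the single-dose screen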;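 further: plate controls were DMSO wells with enzyme plus substrate for no effect and substrate without enzyme for full effect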
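Test system: LMPTP-A, protein tyrosine phosphatase of low molecular weight; Input: 0.625 nM enzyme; Incubation: 50 min dark incubation at room temperature; Signal: endpoint fluorescence intensity from OMFP dephosphorylation; Read-out basis: % inhibition versus control wells.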
MsrA inh = bovine MsrA enzyme inhibitors, primary screen, biochemical, absorbance, HTS; Methionine sulfoxide reductase A (Bos taurus); purified bovine MsrA, absorbance read-out; inhibition, % at 15.5 µM; 360,000 tested, 0.75% active; AID 651718, 2012; in the data active means inhibition above about 4.5%;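 further: 0% = vehicle wells with enzyme and 100% = reference inhibitor wells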
Scp-1 inhibitor = Scp-1 phosphatase inhibitors, primary screen, biochemical, colorimetric, uHTS | Carboxy-terminal domain RNA polymerase II polypeptide A small phosphatase 1 (Homo … | Recombinant Scp1, phosphopeptide, malachite green phosphate absorbance | inhibition, % at 20 µM | 340,000 tested, 0.88% active;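 active means inhibition above about 50% at 20 µM, limit read from the data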;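 further: plate controls were DMSO wells with enzyme for no effect and wells lacking enzyme for full effect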
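Test system: SCP-1 phosphatase catalytic domain, residues 76-261; measured by: colorimetric phosphate reagent with accelerator and stabiliser, absorbance at 630 nm; timing: enzyme reaction 45 min at room temperature, colour 5 min, stabilisation 30 min; also added: Phosphorylated 17-residue peptide substrate; compound dosing: one concentration, 20 µM, with 1.0% DMSO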
* marks the source's active call; other numbers are inactive results; i = inactive; . = no result given. Hits appear at their usual frequency; overall some 3.9% were active at least once.

SMILES	CSN inh	DNMT1 inh	NadD inh	TbMetRS inhib	STEP inh	SUMO1-SIM PPI	Rpn11 inh	LMPTP block	MsrA inh	Scp-1 inhibitor
O=C(CN1CCOCC1)Nc1ccccc1NC(=O)C1CCN(c2ncccn2)CC1	-5	-2	-2	0.3	1	3	i	-1.6	-0.5	-3
Cc1cccc(C)c1NC(=O)Nc1ccc2c(c1)OCO2	1	1	2	-0.2	-3	0	i	-1.5	1.0	-5
Cc1noc(NS(=O)(=O)c2ccc(N/C=C\C(=O)c3cccc4ccccc34)cc2)c1C	-7	-8	13	-0.9	8	11	i	1.9	1.8	-1
COC(=O)[C@H](C)NC(=O)Nc1ccccc1C(F)(F)F	3	-1	-1	0.5	-4	3	i	-2.1	-0.4	-8
CCc1cccc(NC(=O)NC(=O)Cn2nnc(C(=O)OC)c2C(=O)OC)c1	-6	3	-1	-0.3	2	14	i	-2.1	-0.5	-6
O=C(Nc1nccs1)c1cc(-c2ccncc2)nc2ccccc12	5	-15	9	1.0	6	-7	i	0.0	1.3	-1
Cc1cccc(-n2cnc3sc(C)c(C)c3c2=O)c1	-5	-2	-4	-0.6	0	2	i	1.1	-0.5	-4
COc1ccc(CCNC(=O)C(=O)c2cn(CC(=O)N3CCCC3)c3ccccc23)cc1OC	0	3	3	-0.1	1	-2	i	-0.5	1.2	.
O=C(NCc1ccccc1Cl)C1CCC(=O)N(CCCN2CCCC2=O)C1 (configuration not stated)	-5	0	-1	-0.2	1	-3	i	-0.6	0.2	0
CCN=C(NCC)SC1CC(=O)N(c2cccc(OCC)c2)C1=O (configuration not stated)	-1	-1	-6	-0.8	3	1	i	0.0	0.2	-2
COc1ccc(NC(=O)C2CC(=O)N(Cc3ccc(C)cc3)C2)cc1S(=O)(=O)N1CCCCC1 (configuration not stated)	-6	1	-4	-0.2	-1	2	i	0.2	-0.8	45
Cc1nc(-c2ccc(Cl)cc2)sc1C1(C)CC(c2ccncc2)=NO1 (configuration not stated)	1	-1	-2	-0.2	2	4	i	-0.7	-0.4	-1
CC1(NC(=O)c2cc(-c3cccs3)nn2-c2ccccc2)CCS(=O)(=O)C1 (configuration not stated)	1	-3	-5	-0.4	-1	-2	i	-0.8	0.1	0
CCCCSc1n[nH]c(N)n1	0	0	4	-0.3	0	-2	i	-2.7	-1.5	-3
Cc1noc(C)c1S(=O)(=O)N(CC(=O)NCc1ccc2c(c1)OCO2)c1ccc(C(C)C)cc1	-5	9	-4	-0.7	1	-1	i	1.9	-1.0	-15
COc1ccc(N(CC(=O)Nc2ccc(F)c(Cl)c2)S(=O)(=O)c2c(C)noc2C)cc1	3	-1	-7	-1.4	-2	-4	i	1.9	1.2	-14
CN(C)CCCNC(=O)C(=O)NCC(c1cccs1)S(=O)(=O)c1ccc(F)cc1 (configuration not stated)	0	-6	-2	-0.2	0	0	i	-0.3	0.1	-1
CCN(C(C)=O)c1cnc(C=NNC(N)=S)c2ccccc12	2	0	4	-0.2	2	-33	i	3.1	1.9	5
CC1=NN(C(=O)Cc2ccccc2)C(O)(c2ccccc2)C1 (configuration not stated)	-4	0	-2	-0.1	-1	0	i	0.6	0.2	-3
O=C(CCl)c1cc2c3c(c1)CC(=O)N3CCC2	3	1	-3	-0.1	0	-4	i	-1.0	0.7	-10
C=CCC[C@H](Cc1ccc(F)cc1)C(=O)OC[C@@H](Cc1c[nH]c2ccccc12)NC(=O)[C@H](CC=C)CC(=O)N[C@H](CO)Cc1ccccc1	2	4	-6	-2.6	-1	-4	i	0.8	1.8	-4
CCOC(=O)c1c(C)c(C(=O)NCCCOC)c(C)n1C	-10	-3	-10	0.7	-3	0	i	0.0	-0.9	6
O=C(NNc1ccccc1Cl)C(O)(c1cccc(C(F)(F)F)c1)c1cccc(C(F)(F)F)c1	-12	-16	0	-0.4	-1	-2	i	4.2	-0.4	-8
COc1ccccc1NC(=O)N1CCCC1C(=O)Nc1ccc(NC(C)=O)cc1 (configuration not stated)	-3	0	5	-0.1	-1	4	i	-1.2	0.8	-7
